# KB-3-1 tox: kills parental KB-3-1 adenocarcinoma cells; hit rate 1.4% among 400,000; Potency, µM (titrated, usually from 46.1 µM), without a hit: top-dose activity change, negative = cytotoxic, most hits filed as cytotoxic; KB-3-1 viability, CellTiter-Glo ATP luminescence, 72 h; further: potency means the concentration at half of the fitted maximal effect; on the % scale 0 is the no-effect control and ±100 the full control effect; nearly all actives have a fitted effect of over 60% in size
#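 72 h, 37 °C compound treatment of KB-3-1 parental cells; CellTiter-Glo added, 10 min, luminescence read. Data corrected against DMSO-only plates and normalized before curve fitting.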
# KB-V1 cytotox: kills drug-selected multidrug resistant KB-V1 cells. KB-V1 MDR cells viability, CellTiter-Glo, 72 h. Potency, µM (top dose mostly 46.1 µM), without a hit: at the top dose activity change, negative = cytotoxicity, most hits filed as cytotoxic. hit rate 3.4% among 400,000. AID 1347076; further: potency means the concentration at half of the fitted maximal effect; on the % scale 0 is the no-effect control and ±100 the full control effect; nearly all actives have a fitted effect of over 60% in size
#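 Readout: CellTiter-Glo luminescence, 10 min after addition. Cells: KB-V1 MDR subline, 72 h at 37 degrees C with compound. Analysis: corrected, normalized data fitted to concentration-effect curves.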
# D3 ag: agonists of human D3 dopamine receptor; max activation, %; P35462; D3R DiscoveRx beta-arrestin cells, luminescence, 90 min; hit rate 0.58% among 410,000; in the data active means max activation above about 30%; further: 0% is about no effect; mostly tested at two doses, the higher about 12 µM
# Target sequence (P35462 whole entry, looked up): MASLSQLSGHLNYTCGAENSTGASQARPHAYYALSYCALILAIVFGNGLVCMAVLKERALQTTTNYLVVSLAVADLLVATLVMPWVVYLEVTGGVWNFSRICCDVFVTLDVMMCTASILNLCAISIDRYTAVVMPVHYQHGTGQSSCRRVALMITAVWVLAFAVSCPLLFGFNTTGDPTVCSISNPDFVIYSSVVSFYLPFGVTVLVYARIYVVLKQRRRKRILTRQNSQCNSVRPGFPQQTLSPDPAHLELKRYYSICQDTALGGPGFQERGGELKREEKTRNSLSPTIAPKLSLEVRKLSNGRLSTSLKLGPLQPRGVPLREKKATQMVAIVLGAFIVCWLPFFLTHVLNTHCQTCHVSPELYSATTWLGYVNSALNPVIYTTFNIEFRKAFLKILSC
#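 Cells at 1500/well, incubated overnight, then treated with pinned compounds (dopamine as control) for 90 min at 37 degrees C. DiscoveRx reagent added for 30 - 60 minutes at room temperature; luminescence read.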
# SW480 rerep: induces DNA re-replication in SW480 colon adenocarcinoma cells. AID 624297. Potency, µM (top dose mostly 46.1 µM), for the others: at the top dose re-replication activation, most hits filed as activators. hit rate 1.8% among 340,000. SW480 DNA re-replication, Hoechst DNA content imaging, 48 h; further: potency means the concentration at half of the fitted maximal effect; % of control where 0% means no effect; nearly all actives have a fitted effect of over 55% in size
#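 SW480 cells exposed to compounds for 48 hr at 37 C, 5% CO2, then Hoechst-stained 40 min. Nuclear DNA content imaged by fluorescence scanning (405 nm excitation, 500-530 nm emission); re-replication scored as increased high-intensity nuclei.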
# GLP-1R agonist: GLP-1 receptor (human) agonism; HEK293 GLP-1R CRE-luciferase, luminescence, 4-6 h; cells express a hypersensitive GLP-1R form; P43220; AID 624172; Potency, µM (titrated, usually from 45.6 µM), for inactives: at the top dose activation, hits mostly activators; hit rate 0.007% among 380,000; further: potency means the concentration at half of the fitted maximal effect; % of control where 0% means no effect
# Target sequence (P43220 whole entry, looked up): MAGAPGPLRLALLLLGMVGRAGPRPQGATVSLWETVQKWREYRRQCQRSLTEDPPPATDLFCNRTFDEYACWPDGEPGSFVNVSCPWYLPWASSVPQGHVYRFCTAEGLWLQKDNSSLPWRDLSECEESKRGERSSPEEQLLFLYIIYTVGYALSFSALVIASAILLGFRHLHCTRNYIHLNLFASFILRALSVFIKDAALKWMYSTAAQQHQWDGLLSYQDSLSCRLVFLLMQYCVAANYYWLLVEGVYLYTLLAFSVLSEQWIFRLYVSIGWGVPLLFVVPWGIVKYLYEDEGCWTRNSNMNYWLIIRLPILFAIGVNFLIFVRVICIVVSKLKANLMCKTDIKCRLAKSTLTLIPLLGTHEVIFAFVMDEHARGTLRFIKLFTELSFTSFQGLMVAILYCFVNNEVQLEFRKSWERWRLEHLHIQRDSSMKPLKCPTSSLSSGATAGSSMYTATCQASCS
# HT1080-NT tox: kills 2HG-producing HT-1080-NT fibrosarcoma cells. HT-1080-NT fibrosarcoma viability, CellTiter-Glo ATP luminescence, 48 h. Potency, µM (series often up to 46.1 µM), inactives show top-dose activity, negative = less viability, actives largely listed as cytotoxic. hit rate 1.6% among 360,000. AID 686970;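 further: NT is the 2HG producing partner of a matched IDH1 knockdown line; potency means the concentration at half of the fitted maximal effect; 0% = DMSO-treated cells and -100% = media-only wells without cells; nearly all actives have a fitted effect of over 55% in size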
#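 Luminescent CellTiter-Glo readout after 48 hours of compound exposure at 37 degrees C defined viability of HT-1080-NT cells. Activity was normalized to DMSO wells and cell-free media wells; concentration-response curves were fitted and assigned curve classes.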
# HT1080 IDH1KD tx: toxicity to HT-1080 IDH1 knockdown cells (counter line) | hit rate 2% among 360,000 | Potency, µM (titrated, usually from 46.1 µM), for inactives: top-dose activity, negative = toxicity, hits mostly cytotoxic | HT-1080 IDH1 knockdown viability, ATP luminescence, 48 h;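 further: potency means the concentration at half of the fitted maximal effect; 0% = DMSO wells and -100% = cell-free medium wells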
#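 Knockdown cells (IDH1KD HT-1080) received compounds 2 h after plating at 750 cells/well and were kept 48 h at 37 °C in 5% FBS RPMI. A CellTiter-Glo luminescence read gave % activity for curve fitting.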
# DRD3 antagonist: D3 dopamine receptor (human) antagonism; max response, negative = inhibition, %; hit rate 2.5% among 360,000; D3R cells, DiscoveRx beta-arrestin luminescence, antagonist mode; hits give low values; P35462; in the data active means max response below about -50%; inconclusive means no clear call, values can overlap the other calls; further: on the % scale 0 is the no-effect control and ±100 the full control effect; mostly tested at two doses, the higher about 12 µM
#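 Cells expressing the human receptor were seeded at 1500 cells/well, incubated overnight at 37 degrees C in 5% CO2, then exposed to library compounds with dopamine controls for 90 minutes at 37 degrees C before luminescent detection.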
# IL1B secr inh: blocks inflammasome-driven IL-1 beta release | THP-1 LPS/ATP IL-1B secretion, AlphaLISA, 16 h; hits give low values | activity change, % at 57.5 µM | hit rate 4.7% among 360,000; in the data active means activity change below about -50%; inconclusive means mostly about -30% to -49%; further: on the % scale 0 is the no-effect control and ±100 the full control effect
#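 Secreted IL-1B measured by AlphaLISA bead assay after 16 h compound exposure of THP-1 cells; compounds (final up to 57.5 uM) added 1 h before LPS (250 ng/mL) and ATP (1.25 mM) stimulation; lower signal means less secretion.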
# * marks the source's active call; other numbers are inactive results; i = inactive; ? = inconclusive; · = no result given; [ ] = another dose, or the depositor's remark. Unless noted, the call rests on the fitted dose curve; in most records, active means well fitted curve in the direction sought with a large enough effect; inconclusive means small, poorly fitted or top-dose-only effect, or another doubt; inactive means no such curve, though single readings can be large; an effect the other way counts as inactive or inconclusive.
SMILES,KB-3-1 tox,KB-V1 cytotox,D3 ag,SW480 rerep,GLP-1R agonist,HT1080-NT tox,HT1080 IDH1KD tx,DRD3 antagonist,IL1B secr inh
C[C@H]1C(=O)N(C)CCN1C(=O)c1cccc(OC2CCN(CC(C)(C)C)CC2)c1,-3%,15%,2,5%,0%,-3%,10%,3,-9
CC(NC(=O)c1ccccc1)C(=O)NC1=NCCS1 (stereo not given),5%,-2%,2,-12%,-4%,-4%,1%,-4,-1
CC1(C)C=C2C(=NN(c3ccccc3)C(N)=C2C#N)CO1,6%,1%,3,-3%,0%,-15%,-1%,13,2
CN1C(CC(=O)Nc2ccc(Br)cc2)c2ccccc2CC1(C)C (stereo not given),-29%,?,-13,-2%,10%,18µM*,?,?,?
Cc1ccc(C(=O)CCC(=O)N2CCC(C(N)=O)CC2)cc1,4%,0%,-1,-11%,-3%,29%,7%,0,16
CC(C)Oc1ccc(CC2CCC(=O)N(C)C2=O)cc1 (stereo not given),0%,0%,-26,-2%,1%,?,17%,-10,12
COC(=O)Nc1sc2nc(C)cc(C)c2c1-n1cccc1,-19%,-30%,-1,1%,4%,-15%,-21%,53,-5
COC(=O)c1ccc(Cn2nc([N+](=O)[O-])c(Br)c2C)cc1,-1%,-7%,-7,-26%,16%,0%,-2%,-26,39
C=CCOC(=O)C1=C(C)NC(SCC(=O)Nc2nccs2)=C(C#N)C1c1cccs1 (stereo not given),-14%,-11%,3,?,-23%,?,?,7,-17
COc1cccc(NC(C)(C)c2nnnn2-c2c(C)cccc2C)c1,7%,-24%,2,-22%,6%,-5%,-6%,3,·
Cn1ncc(N2CCN(C(=O)c3ccc(Cl)cc3)CC2)c(Cl)c1=O,-1%,-8%,-5,-13%,5%,6%,9%,7,16
CC1(Oc2ccc3ccccc3c2)CCN(Cc2cccn2-c2nccs2)C1 (stereo not given),0%,-10%,-5,·,9%,21µM*,15µM*,0,-18
COc1cc(-c2n[nH]c(=O)o2)cc(OC)c1OC,4%,-14%,-8,-5%,2%,-3%,-2%,2,-15
CCOC(=O)c1nn(-c2ccc(C)c(C)c2)c(=O)c2c(N)scc12,1%,8%,-9,4%,-4%,-15%,-17%,?,2
COc1ccc(-n2nc3c(c2NC(=O)COc2ccccc2)CS(=O)C3)cc1 (stereo not given),17%,-3%,3,?,-8%,8%,19%,-7,i
O=C(CS(=O)(=O)c1ccc(F)cc1)Nc1nccs1,16%,7%,-1,-71%[inhibitor],3%,4%,8%,13,-6
COc1ccc(C2CC(=O)C3=C(C2)Nc2ncnn2C3c2ccccc2)cc1 (stereo not given),13%,?,9,-6%,5%,-7%,-2%[9.24 µM],13,10
C[C@H]1CN([C@@H](C)CO)C(=O)CCCn2nncc2CO[C@H]1CN(C)C(=O)Cc1ccccc1,-24%,6%,-6,·,-8%,1%,-2%,-2,-11
CN(C(=O)c1ccccc1Cl)c1ccccc1C(=O)NCCc1ccccc1,·,·,6,11%,7%,1%,2%,26,-1
COCc1c(C(=O)OCC(=O)c2c(N)n(CC(C)C)c(=O)n(C)c2=O)oc2ccccc12,?,-27%,0,1%,3%,-11%,-1%,55,3
Cc1nc(C)c(-c2csc(Nc3ccc(C(=O)O)c(O)c3)n2)s1,2%,-2%,-2,-8%,-3%,-4%,-6%,-10,?
Cn1c(=O)c2c(nc(N3CCCCCC3)n2CC(O)COc2ccc(Cl)cc2)n(C)c1=O (stereo not given),-5%,0%,6,-6%,4%,-1%,4%,9,27
Cc1cccc(C)c1NC(=O)c1c(O)c2ccccc2[nH]c1=O,18µM*,?,-6,-6%,-6%,-26%,-14%,12,-6
CCCNC(=O)NC(=O)COc1c(F)c(F)cc(F)c1F,12%,?,0,-1%,-11%,21%,17%,22,-18
COc1c(/C=N/Nc2ccc([N+](=O)[O-])cc2[N+](=O)[O-])c(C)nn1-c1ccccc1,-1%,-27%,0,-11%,-7%,10%,8%,-3,-4
COc1ccc(C)cc1S(=O)(=O)NNc1nc(C)cc(C)n1,?,-6%,0,20%,4%,-4%,-2%,-23,4
Cc1nn(-c2ccc(N3CCCCC3)nn2)c(C)c1CCC(=O)Nc1ccccc1F,-23%,-5%,10,-3%,4%,10%,0%,23,?
CC(=O)N1CC2(CC(c3ccccc3C(F)(F)F)=NO2)CN1c1ccc(Cl)cc1 (stereo not given),2%,?,-4,·,3%,-5%,-7%,-10,?
CC(=O)Cn1cnc2c(cnn2-c2ccc(C)c(C)c2)c1=O,16%,7%,6,3%,12%,1%,6%,5,39
CCOC(=O)C1CCCN(C(=O)c2ccc3nc(-c4ccc(OC)c(OC)c4)c(-c4ccc(OC)c(OC)c4)nc3c2)C1 (stereo not given),-11%,?,22,-9%,16%,-17%,-14%,6,-8
COc1cccc(-c2nc(-c3ccccn3)no2)c1OC,-15%,-19%,0,-6%,0%,12%,19%,?,-11
Oc1csc(Cc2nc(-c3ccc(Br)cc3)cs2)n1,3%,-2%,0,-130%[inhibitor],14%,13%,5%,2,21
Cc1cc2oc(C(=O)NCc3ccccc3)cc(=O)c2cc1C,-1%,-19%,-8,8.2µM*,20%,?,1%,-10,62
CCOC(=O)C1(Cc2cccc(Cl)c2)CCCN(C(=O)c2cnn(CC)c2)C1 (stereo not given),14%,?,-4,6%,-1%,0%,-4%,6,22
CCCCC(=O)Nc1ccc(C)c(O)c1,-15%,19%,-6,1%,-4%,27%,14%,-19,-5
Cc1c(Cl)c([N+](=O)[O-])nn1Cc1ccc(C(=O)N/N=C\c2cc(Cl)ccc2O)o1,-17%,?,3,17%,-22%,?,?,1,3
COc1ccc(N(CC(=O)Nc2cc(Cl)ccc2OC)S(=O)(=O)c2c(C)[nH]c(=O)[nH]c2=O)cc1,?,0%,-5,?,-3%,2%,-17%,-8,15
Cc1ccc(S(=O)(=O)/N=C(\CCl)N2CCOCC2)cc1,?,-65%,-3,?,-36%[inhibitor],-18%,?,0,-52*
Cc1cc(NC(=O)CSc2nnc(C)n2C)no1,16%,-2%,3,-9%,0%,23%,-6%,7,1
N#CC1(c2ccccc2)CCCN1C(=O)c1ccc(Br)cc1 (stereo not given),4%,-3%,-14,-4%,-7%,13%,-15%,30,-5

# An excerpt from above in order of count of non-hydrogen atoms, low to high:
SMILES,KB-3-1 tox,KB-V1 cytotox,D3 ag,SW480 rerep,GLP-1R agonist,HT1080-NT tox,HT1080 IDH1KD tx,DRD3 antagonist,IL1B secr inh
Cc1cc(NC(=O)CSc2nnc(C)n2C)no1,16%,-2%,3,-9%,0%,23%,-6%,7,1
Oc1csc(Cc2nc(-c3ccc(Br)cc3)cs2)n1,3%,-2%,0,-130%[inhibitor],14%,13%,5%,2,21
COc1cccc(-c2nc(-c3ccccn3)no2)c1OC,-15%,-19%,0,-6%,0%,12%,19%,?,-11
Cc1cccc(C)c1NC(=O)c1c(O)c2ccccc2[nH]c1=O,18µM*,?,-6,-6%,-6%,-26%,-14%,12,-6
CCOC(=O)C1(Cc2cccc(Cl)c2)CCCN(C(=O)c2cnn(CC)c2)C1 (stereo not given),14%,?,-4,6%,-1%,0%,-4%,6,22
CC(=O)N1CC2(CC(c3ccccc3C(F)(F)F)=NO2)CN1c1ccc(Cl)cc1 (stereo not given),2%,?,-4,·,3%,-5%,-7%,-10,?
Cn1c(=O)c2c(nc(N3CCCCCC3)n2CC(O)COc2ccc(Cl)cc2)n(C)c1=O (stereo not given),-5%,0%,6,-6%,4%,-1%,4%,9,27
COc1ccc(N(CC(=O)Nc2cc(Cl)ccc2OC)S(=O)(=O)c2c(C)[nH]c(=O)[nH]c2=O)cc1,?,0%,-5,?,-3%,2%,-17%,-8,15

# Continued.
SMILES,KB-3-1 tox,KB-V1 cytotox,D3 ag,SW480 rerep,GLP-1R agonist,HT1080-NT tox,HT1080 IDH1KD tx,DRD3 antagonist,IL1B secr inh
CC(C)c1cccc(C(C)C)c1NC(=O)CN1CCCC1,-3%,2%,-3,-12%,0%,8%,5%,2,15
O=C1C/C(=C\c2c(F)cccc2Cl)N2CCC1CC2,0%,4%,3,-92%[inhibitor],3%,-3%,8%,5,3
Cn1c(NCc2ccccc2)nc2c1c(=O)n(Cc1ccccc1)c(=O)n2C,-26%,?,-8,1%,-1%,-20%,-26%,-28,-8
O=C(OCc1cccc([N+](=O)[O-])c1)c1cccnc1,2%,4%,0,13%,13%,?,26%,-11,0
CC1CCCC(NC(=O)CSc2ccc(F)cc2)C1C (stereo not given),2%,-9%,0,-19%,11%,-7%,-8%,-7,-8
COc1ccc(N2CC(C(=O)OCC(=O)c3ccccc3)CC2=O)cc1 (stereo not given),4%,5%,-2,1%,-9%,14%,15%,-12,0
Cc1ccc(/C=N/NC(=O)c2cccc(S(=O)(=O)Nc3ccccc3Cl)c2)o1,-7%,15%,1,1%,-2%,-2%,17%,-24,35
CN(c1ccccc1)S(=O)(=O)c1cccc(NC(=O)COC(=O)C2CCCCC2)c1,-2%,7%,-3,6%,-4%,9%,1%,9,-10
COc1ccc(NS(=O)(=O)c2cccc(NC(=O)c3ccc(Cl)nc3)c2)cc1,?,2.9µM*,4,?,5%,1.6µM*,6.5µM*,17,-9
CCOC(=O)C1=C(C)Nc2ccccc2N/C1=N\S(=O)(=O)c1cccc(Cl)c1,-1%,?,0,-27%,-7%,-7%,5%,15,25

# Given with bars between the fields: entries from further up.
SMILES | KB-3-1 tox | KB-V1 cytotox | D3 ag | SW480 rerep | GLP-1R agonist | HT1080-NT tox | HT1080 IDH1KD tx | DRD3 antagonist | IL1B secr inh
Cc1ccc(/C=N/NC(=O)c2cccc(S(=O)(=O)Nc3ccccc3Cl)c2)o1 | -7% | 15% | 1 | 1% | -2% | -2% | 17% | -24 | 35
CN(c1ccccc1)S(=O)(=O)c1cccc(NC(=O)COC(=O)C2CCCCC2)c1 | -2% | 7% | -3 | 6% | -4% | 9% | 1% | 9 | -10
